# Compound activity from PubChem BioAssay.
# MMP13 inh: human MMP13 inhibitors, primary screen, biochemical, FRET peptide cleavage; Collagenase 3 (Homo sapiens), P45452; MMP-13 fTHP FRET cleavage, Mca fluorescence; inhibition, % at 4 µM; hit rate 0.07% among 65,000; AID 570, 2006;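 active = inhibition above the mean of compound-free control plate wells plus 3 SD, cut at about 14% in these data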;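 also: 0% = DMSO wells and 100% = wells with reference MMP-13 inhibitor after basal subtraction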
# NADH coupling: inhibitors of PK/LDH coupling enzymes, profiling panel, artefact control, biochemical, MLSMR library. coupled PK/LDH NADH assays, four targets. IC50, µM (titrated, usually from 10 µM), for the others: top-dose inhibition. hit rate 0.02% among 65,000. AID 774, 2007;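 active = single-dose screening hits from any of four coupled enzyme assays that gave an IC50 when retested across doses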;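 also: the DPM-DC format reads NADH fluorescence rather than 340 nm absorbance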
# A340 absorber: compound light absorbance at 340 nm, profiling panel, artefact control, biochemical, MLSMR library, data from PS, PMK, MK assays; compound absorbance at 340 nm, fold over control; fold change at 10 µM; 65,000 tested, under 10 active;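 active = at 10 µM dose, initial 340 nm absorbance at least 2 fold that of control wells; inactive = change under 2 fold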;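 also: initial absorbance extrapolated from kinetic A340 decline of NADH oxidation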
# Fluor 339 460: intrinsic fluorescence of library compounds, ex339/em460 – biochemical, MLSMR library, data from DPM-DC assay, artefact control, profiling panel. AID 709, 2007. hit rate 5.5% among 65,000. compound autofluorescence, ex339/em460 nm, NADH buffer; stronger effect = higher value; 1 = no-compound wells, NADH background. fluorescence fold increase at 10 µM;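 active = at 10 µM, mean starting fluorescence two-fold or more over control wells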;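 also: signal is the first read of a kinetic run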
# RORa activator: activators of orphan receptor RORA, primary screen, cell-based, luminescence; Nuclear receptor ROR-alpha (Homo sapiens), P35398; CHO-K1 Gal4-RORA LBD luciferase reporter; percent increase over mock-subtracted basal signal; activation, % at 10 µM; hit rate 1.5% among 65,000; AID 560, 2006;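 active = activation above the mean of all tested compounds plus 3 SD, cut at about 49% in these data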;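 also: 0% = DMSO-treated RORA cells and 100% = added signal equal to DMSO minus mock-transfected cells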
# Target sequence (P35398 whole entry, looked up, the tested form may be a part): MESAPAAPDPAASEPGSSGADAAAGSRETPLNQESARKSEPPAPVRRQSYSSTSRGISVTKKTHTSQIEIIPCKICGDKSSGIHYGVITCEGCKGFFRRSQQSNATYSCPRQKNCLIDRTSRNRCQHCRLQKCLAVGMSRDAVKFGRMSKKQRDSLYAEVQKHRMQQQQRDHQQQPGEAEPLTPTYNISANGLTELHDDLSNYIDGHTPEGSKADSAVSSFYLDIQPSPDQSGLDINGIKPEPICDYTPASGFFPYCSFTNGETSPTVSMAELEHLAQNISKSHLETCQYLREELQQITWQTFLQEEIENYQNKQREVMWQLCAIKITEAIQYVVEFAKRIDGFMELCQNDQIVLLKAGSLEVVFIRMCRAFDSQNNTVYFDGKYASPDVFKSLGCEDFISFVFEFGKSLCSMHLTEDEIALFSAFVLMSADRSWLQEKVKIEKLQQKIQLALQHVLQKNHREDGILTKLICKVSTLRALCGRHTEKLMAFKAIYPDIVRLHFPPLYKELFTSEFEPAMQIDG
# SF-1 act: activators of human SF-1, primary screen, cell-based, CHO-K1, Gal4-SF-1 LBD, luciferase luminescence | Steroidogenic factor 1 (Homo sapiens), Q13285 | CHO-K1 Gal4-SF-1 LBD luciferase reporter; % increase over DMSO SF-1-specific signal | activation, % at 10 µM | hit rate 1.9% among 65,000;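 active = activation above the mean activation of all tested compounds plus 3 SD, cut at about 50% in these data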
# Target sequence (Q13285 whole entry, looked up, the tested form may be a part): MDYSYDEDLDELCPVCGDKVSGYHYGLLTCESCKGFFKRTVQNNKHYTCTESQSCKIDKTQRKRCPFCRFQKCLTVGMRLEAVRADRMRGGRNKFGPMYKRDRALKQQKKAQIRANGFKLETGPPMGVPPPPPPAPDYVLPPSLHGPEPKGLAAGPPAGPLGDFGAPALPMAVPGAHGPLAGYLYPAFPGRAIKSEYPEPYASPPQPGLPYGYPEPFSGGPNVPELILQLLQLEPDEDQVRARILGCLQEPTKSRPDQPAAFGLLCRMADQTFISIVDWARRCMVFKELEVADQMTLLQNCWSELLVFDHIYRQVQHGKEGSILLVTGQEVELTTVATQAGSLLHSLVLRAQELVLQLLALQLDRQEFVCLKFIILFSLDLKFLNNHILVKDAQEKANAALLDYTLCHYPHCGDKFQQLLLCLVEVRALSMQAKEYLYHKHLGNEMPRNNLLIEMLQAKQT
#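 System: CHO-K1 cells with Gal4–hSF-1 LBD chimera plus Gal4-driven luciferase; quantity: 4,000 CHO-K1 cells per well; compound: one dose, 10 µM compound, 1% DMSO; times: 20 h compound treatment, 37 °C; measured by: SteadyLite luciferase luminescence; read-out: percent activation versus DMSO; benchmarks: DMSO and mock-transfected background; replicates: one test per compound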
# HTR1A agonist: human 5-HT1a receptor agonists, primary screen, cell-based, CHO, Ga15 NFAT-bla reporter | 5-hydroxytryptamine receptor 1A (Homo sapiens), P08908 | CHO 5-HT1a Ga15 NFAT-bla reporter, FRET ratio; 0% basal, 100% maximal reference agonist | activation, % at 10 µM | hit rate 0.56% among 65,000 | AID 567, 2006;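 active = activation above the screen-wide mean activation plus 3 SD, cut at about 19% in these data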;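 also: 0% = DMSO wells and 100% = 5-CT at EC100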
# 5HT1a antag: human 5-HT1a receptor antagonists, primary screen, cell-based, CHO, Ga15 NFAT-bla reporter; 5-hydroxytryptamine receptor 1A (Homo sapiens), P08908; inhibition, % at 10 µM; CHO 5-HT1a Ga15 NFAT-bla reporter, antagonist mode; hit rate 0.68% among 62,000;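 active = inhibition above the mean of all tested compounds plus 3 SD, cut at about 43% in these data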;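 also: receptor stimulated by 5-CT agonist at 100 nM near EC80; beta-lactamase reporter measured by ratiometric fluorescence of a cleavable substrate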
# TNAP act DEA: human TNAP enzyme activators, primary screen, biochemical, luminescent, intermediate phosphate acceptor level; purified TNAP, CDP-star luminescence, 100 mM DEA, 30 min; stronger effect = higher value; scale: 0 levamisole-inhibited, 1 vehicle-only enzyme; activation factor at 20 µM; 64,000 tested, under 10 active;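 active = activation factor of at least 2 at 20 µM, relative to controls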
# Numbers without * were called inactive; . = no result given; [ ] = another dose, or the depositor's remark.
SMILES,MMP13 inh,NADH coupling,A340 absorber,Fluor 339 460,RORa activator,SF-1 act,HTR1A agonist,5HT1a antag,TNAP act DEA
COc1cc(C2c3c(oc4ccccc4c3=O)C(=O)N2c2ccc(C)cn2)ccc1O (configuration not stated),2,3%,0.99,0.99,9,9,0.8,1,0.9
COc1ccc(NC(=O)C2=C(C)NC(=O)NC2c2cccc(OC)c2OC)c(OC)c1 (configuration not stated),.,12%,1,1.1,.,.,.,.,0.9
Cc1c(C)c2ccc(OC3CCCCC3=O)cc2oc1=O (configuration not stated),-286[fluorescence artefact?],5%[fluoresces],1.1,2,26,17,3.0,-5,0.8
O=P(O)(O)C(O)C(F)(F)C(F)(F)C(F)(F)C(F)F (configuration not stated),7,11%,1,1.1,4,-8,-1.3,0,0.9
C/C(Cl)=C\Cn1c(NCCCn2ccnc2)nc2c1c(=O)n(C)c(=O)n2C,3,7%,1,1.2,18,-9,-0.6,-5,0.9
CCNc1nc(OC)nc(Oc2ccc(=O)n(-c3ccccc3)n2)n1,-1,2%,1,1.1,0,7,-2.3,3,0.9
O=C(Cn1nnc(-c2ccccc2)n1)OC1CCOC1=O (configuration not stated),4,7%,1,1.2,7,-2,-0.7,-2,0.9
COc1cc(-c2noc(CCC(N)=O)n2)cc(OC)c1OC,-1,11%,0.98,1,15,-14,-2.6,-4,0.9
O=C(CCC1CCCC1)Nc1ccon1,3,5%,1,1.1,-3,-17,9.7,-6,1
COCCNC(=O)CN(C)S(=O)(=O)c1ccc(Br)cc1,.,3%,0.98,1,.,.,.,.,0.9
COc1cccc(-n2c(COc3ccccc3C)nnc2SCC(=O)O)c1,-1,8%,1,1.1,6,-3,-0.7,7,0.9
OC(COc1ccc2c(c1)CCC2)Cn1cnc2ccccc21 (configuration not stated),7,1%,1,1.1,8,0,-0.2,6,0.9
O=C(Nc1cccnc1)C1(F)C(F)(F)C(F)(F)C(F)(F)C(F)(F)C1(F)F,-2,5%,1,1.1,-26,-31,-2.2,26,1
Cc1c(NC(=O)c2cccc(F)c2)c(=O)n(-c2ccccc2)n1C,-3,8%,0.99,1.2,-22,8,0.5,-12,0.9
O=C(CCCn1c(SCC(=O)c2ccc(Cl)cc2)nc2ccccc2c1=O)NCc1ccco1,7,5%,1,1.1,1,-6,0.1,-4,0.9
CCn1c(=O)c(=O)n(CC)c2cc(S(=O)(=O)Nc3cccc(OC)c3)ccc21,4,1%,1.1,1.1,-22,14,-1.8,-5,0.9
Cc1cccc(C)c1NC1=NC2(CCCCC2)N=C(N)N1,1,6%,1,1.1,-10,7,-1.7,-10,0.9
Cc1ccc(S(=O)(=O)Nc2ccc3oc(=O)sc3c2)c(C)c1,2,6%,1,1.1,-14,-21,-0.9,23,0.7
CC(C)(C)NCC(=O)c1c[nH]c2ccccc12,7,4%,1,1,10,13,0.9,.,0.9
COC(=O)c1c(NC(=O)CSc2nnnn2-c2ccc3c(c2)OCO3)sc(C)c1C,-2,2%,1.1,1.1,-4,-1,-4.4,4,0.9
CCOc1ccc(N2CC(C(=O)Nc3ccc(S(=O)(=O)N4CCOCC4)cc3)CC2=O)cc1 (configuration not stated),0,10%,1,1.1,-5,-3,-1.1,0,1
COc1ccc2[nH]c(=O)c(CN(C(=O)c3ccncc3)C(C)C)cc2c1,2,5%,1,1.7,11,0,-0.2,10,0.8
O=C(O)c1ccc2[nH]c3c(c2c1)CSCC3,-2,1%,1.1,1.2,1,-2,-3.6,-2,0.9
O=C(c1ccc(F)cc1)C1CCN(C(=O)NCc2ccccc2)CC1,-2,2%,1,1.1,-35,7,-3.5,-6,0.9
COc1cccc2cc(C(=O)NC3CC(C)(C)NC(C)(C)C3)c(=O)oc12,0,5%,1,1.2,-13,5,-1.7,3,.
COc1ccc(-c2nc(N)ncc2Oc2ccccc2Br)c(O)c1,-2,1%,1.1,1.1,14,11,0.5,44*,1
CS(=O)(=O)Nc1ccc(C(=O)NCc2ccc3c(c2)OCO3)cc1,0,2%,1,1,-5,-4,-2.3,-4,0.8
Cn1c(=O)c2[nH]c(NCC3CCCO3)nc2n(-c2ccccc2)c1=O (configuration not stated),-8,12%,0.97,1,6,12,-1.6,8,0.9
CN1CCN(S(=O)(=O)c2ccc(Sc3nc4ccccc4[nH]3)c3nsnc23)CC1,7,7%,1.1,1.1,-4,-1,-0.8,-4,1
c1ccc(C2C3=C(CCCC3)Nc3ncnn32)cc1 (configuration not stated),-1,3%,1,1.2,-3,10,-1.3,-3,0.9
Cc1ccc2c(c1)N(CC(=O)N1CCCc3ccccc31)C(=O)CO2,-6,7%,1,1,4,-14,0.8,-8,0.9
Cc1ccc(-c2csc(=S)n2CC(=O)OCC(=O)NCc2ccco2)cc1,0,3%,1.1,0.96,-4,-12,-4.0,15,0.9
N[C@@H](Cc1ccc(O)c(I)c1)C(=O)O,3,4%,1,1.1,-3,5,1.9,.,0.8
CS(=O)(=O)N1CCCC(c2nc(-c3ccc(S(=O)(=O)NCc4ccccc4)cc3)no2)C1 (configuration not stated),4,3%,1,1.1,-44,-24,-2.3,-6,0.9
CC(=O)NCCn1c(SCC(=O)NCCC2=CCCCC2)nc2ccccc2c1=O,0,8%,1,1,-5,1,-1.1,-4,0.9
Cc1cccc(N)c1SC1CCCCC1O (configuration not stated),0,5%,1,1,-20,-1,0.3,.,0.9
CCOc1ccc(-n2c(=S)sc3c(=O)[nH]c(SCC(=O)NCc4ccco4)nc32)cc1,5,4%,1.1,1,4,-4,-1.3,8,1
CCN(CC)S(=O)(=O)c1cccc(C(=O)NCCCN2CCOCC2)c1,-1,3%,1,1.1,-3,-4,-2.4,0,0.9
CCCCn1nnnc1NCc1cc(OC)c(OC)c(OC)c1,2,4%,1,1.1,-10,-6,-6.1,3,0.9
O=c1c2ccccc2nnn1CSc1nnc(-c2cccnc2)n1-c1ccccc1F,6,5%,1,1.1,-18,-6,-0.9,-6,0.9
CCNc1nc(SCC(=O)OC)nc(N2CCOCC2)n1,2,5%,1.1,1.1,-8,10,-2.1,-2,1
CN1CCC2(CC1)C1CN(C)CC=C1C(C#N)=C(N)C2(C#N)C#N (configuration not stated),-5,9%,1.1,1.3,-11,-2,1.5,.,0.9
Cn1c(=O)c2cc(S(=O)(=O)N3CCN(c4cccc(C(F)(F)F)c4)CC3)ccc2n(C)c1=O,-1,0%,1.1,1.1,13,4,-1.6,-3,0.9
O=C(c1cc(-c2ccc(O)cc2)on1)N1CCCc2ccccc21,-3,2%,1.1,1.1,14,48,1.2,3,0.9
Cc1cc(C)n2nc(C(=O)OCCOc3cccc(Br)c3)nc2n1,0,3%,0.98,1.1,-11,-11,-1.9,7,0.9

# As entered above.
# `COc1cccc2cc(C(=O)NC3CC(C)(C)NC(C)(C)C3)c(=O)oc12` – A340 absorber: 1
# `CS(=O)(=O)N1CCCC(c2nc(-c3ccc(S(=O)(=O)NCc4ccccc4)cc3)no2)C1` (configuration not stated) – RORa activator: -44

# (cont.)
SMILES,MMP13 inh,NADH coupling,A340 absorber,Fluor 339 460,RORa activator,SF-1 act,HTR1A agonist,5HT1a antag,TNAP act DEA
CCCC(=O)c1cc(F)c(N2CCN(S(=O)(=O)c3ccccc3)CC2)cc1C,.,4%,1.1,1.1,.,.,.,.,0.9
CCC(=O)n1nc(-c2ccco2)nc1N,2,1%,1,1,0,-18,-4.7,3,0.9
COc1cccc(-c2nnc(SCC(=O)OC(C)C)n2N)c1,8,8%,1,1.1,-4,-8,-2.3,1,0.9
CN(C)C(=S)c1ccc2ccccc2n1,.,3%,1.1,1,.,.,.,.,1
O=C(c1cc2ccccc2oc1=O)N1CCSC1c1ccco1 (configuration not stated),-1,4%,0.98,1,-14,9,-3.7,3,1
Cc1ccc(C(=O)N2CCN(C(=O)CN3CCCC3)C2)cc1,-1,3%,1.1,1.1,-1,-21,-1.2,14,0.9
O=C(CN1CCN(Cc2ccccc2)CC1)NCC1COc2ccccc2O1 (configuration not stated),.,1%,1,1,.,.,.,.,1
Cc1ccc(Cn2c(-c3nonc3N)nc3ccccc32)cc1,0,2%,1.1,1,-16,7,-1.3,22,1
Cc1cc(N2CCCN(C)CC2)nc2cc(Cl)ccc12,-6,1%,1.1,1.6,19,0,-1.9,6,0.9
CN(CC(=O)N1CCN(c2ccccn2)CC1)S(=O)(=O)c1ccc(Br)cc1,-10,9%,1,1.2,-14,-10,3.6,-17,0.9
CC(=O)Nc1ccc(-c2nn3c(C)nnc3s2)cc1C,-3,5%,1,1.2,-11,4,-3.8,12,1
CC1CCCCN1C(=O)c1ccc(C(=O)N2CCCCC2C)cc1 (configuration not stated),4,5%,1,1.1,10,9,-5.8,-9,1.1
Cc1ccc2oc(=O)c3cnn(CC(=O)NCCN(C)C)c3c2c1,-10,2%,1.1,1.1,3,14,0.6,-13,1
CCOC(=O)C1CCCN(c2c(NCCCN3CCCC(C)C3)c(=O)c2=O)C1 (configuration not stated),2,6%,1,0.89,-8,3,2.2,6,1
O=C(CSc1nc(C2CC2)nc2sc3c(c12)CCCC3)NCc1ccco1,0,5%,1.1,1.1,20,2,-0.1,-4,1
O=C(CSc1nnc(COc2ccccc2)n1Cc1ccco1)NCc1ccco1,2,5%,1,1.1,-13,9,-3.4,-17,0.9
Cc1nnsc1C(=O)Nc1ccccc1Cl,-1,4%,1,1.1,-13,0,1.2,-1,0.9
O=C(CCCn1c(=S)[nH]c2ccc(Br)cc2c1=O)N1CCN(c2ccccn2)CC1,2,3%,1,1.1,-22,-1,4.9,-17,0.9
N#CC1=C(N)C(C#N)(C#N)C2(C(=O)Nc3ccccc32)C2CCCC=C12 (configuration not stated),7,5%,1.1,1,0,-19,-3.6,8,0.9
O=C(Nc1ccc2c3c(cccc13)CC2)c1ccco1,9,6%,1.1,1.1,21,25,-1.5,4,0.9
O=C(Nc1nc(-c2ccco2)c(-c2ccco2)s1)C1CC(=O)N(c2ccc3c(c2)OCCO3)C1 (configuration not stated),4,4%,1.1,1.3,-19,-3,-1.6,-21,0.9
Cc1noc(C)c1COc1ccc(C(=O)OCC(=O)N2CC3(C)CC2CC(C)(C)C3)cc1 (configuration not stated),-2,5%,0.99,1.1,-12,-1,-0.1,-1,1
O=C1CC(c2ccc(Cl)cc2)n2nc(N3C(=O)c4ccccc4C3=O)nc2N1 (configuration not stated),6,3%,0.98,1,-17,9,-2.2,0,1
O=C(c1cccnc1Nc1ccc2c(c1)CCC2)N1CCOCC1,4,5%,1,1.1,-9,-1,-0.9,5,1
